PABP1 MLLE inh – inhibitors of PABP1 MLLE–PAM2 peptide binding, primary screen, biochemical, fluorescence polarization, FITC-PAM2, GST-MLLE; inhibition, % at 20 µM; Polyadenylate-binding protein 1 (Homo sapiens), P11940; 360,000 compounds, 0.36% hits; in the data active = inhibition above about 35%, passing the limit was not always enough;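 also: plate controls were DMSO wells with GST-MLLE for no effect and wells lacking GST-MLLE protein for full effect; some results filed as inactive read as strong as hits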
eLon inh – inhibitors of E. coli Lon protease, primary screen, biochemical, fluorescence polarization | P0A9M0 | purified E. coli Lon protease | inhibition, % at 7.94 µM | 360,000 compounds, 0.42% hits | AID 602123, 2011; in the data active = inhibition above about 13%, passing the limit was not always enough;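 also: 0% = enzyme with probe and DMSO and 100% = no enzyme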
CSN deneddyl inh – inhibitors of CSN-mediated cullin deneddylation, primary screen, biochemical, fluorescence polarization, uHTS; 360,000 compounds, 0.38% hits; AID 651999, 2013; inhibition, % at 12.5 µM; Purified CSN, SCF-Nedd8-OG deneddylation; COP9 signalosome complex subunit 5 (Homo sapiens), Q92905;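 active = pattern-corrected inhibition above about 35%, with an unprinted fluorescence ratio check between 0.5 and 1.5, limit read from the data, passing the limit was not always enough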;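 also: 0% = enzyme with substrate and 100% = substrate without enzyme; some results filed as inactive read as strong as hits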
Target sequence (Q92905 whole entry, looked up, one chain of several): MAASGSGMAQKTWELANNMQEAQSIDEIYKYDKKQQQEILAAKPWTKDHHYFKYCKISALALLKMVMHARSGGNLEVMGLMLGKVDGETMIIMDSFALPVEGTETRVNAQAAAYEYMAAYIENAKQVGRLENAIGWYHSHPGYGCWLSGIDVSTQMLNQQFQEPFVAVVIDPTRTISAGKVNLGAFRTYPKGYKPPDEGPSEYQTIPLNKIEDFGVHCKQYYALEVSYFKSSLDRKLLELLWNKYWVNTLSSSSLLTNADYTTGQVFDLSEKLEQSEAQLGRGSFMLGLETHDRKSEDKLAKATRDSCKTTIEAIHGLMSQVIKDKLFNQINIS
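test system = HEK293T-derived human Csn5 enzyme | amount = 0.24 nM Csn5 enzyme, final concentration | medium = Tris/NaCl/DTT buffer, pH 7.5 | schedule = 90 min reaction at room temperature | signal = FP | evaluation = inhibition of Csn5 cleavage, % | compound dosing = single dose of 12.5 µM compound with 0.25% DMSO | probe or stimulus = 10 nM SCFSkp2-Nedd8OG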
Neddylation inh – inhibitors of cullin neddylation, primary screen, biochemical, TR-FRET, uHTS, NAE and Ubc12. calls only at 25 µM. NEDD8-conjugating enzyme Ubc12 (Homo sapiens) + NEDD8-activating enzyme E1 regulatory …. 360,000 compounds, 0.58% hits; in the data active = inhibition above about 36%
Target sequence (P61081 whole entry, looked up): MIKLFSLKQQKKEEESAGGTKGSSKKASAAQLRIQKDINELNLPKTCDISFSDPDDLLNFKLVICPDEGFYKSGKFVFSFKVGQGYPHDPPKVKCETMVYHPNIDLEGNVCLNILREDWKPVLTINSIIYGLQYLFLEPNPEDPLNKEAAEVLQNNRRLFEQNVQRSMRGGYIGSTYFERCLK
Target sequence (Q13564 whole entry, looked up): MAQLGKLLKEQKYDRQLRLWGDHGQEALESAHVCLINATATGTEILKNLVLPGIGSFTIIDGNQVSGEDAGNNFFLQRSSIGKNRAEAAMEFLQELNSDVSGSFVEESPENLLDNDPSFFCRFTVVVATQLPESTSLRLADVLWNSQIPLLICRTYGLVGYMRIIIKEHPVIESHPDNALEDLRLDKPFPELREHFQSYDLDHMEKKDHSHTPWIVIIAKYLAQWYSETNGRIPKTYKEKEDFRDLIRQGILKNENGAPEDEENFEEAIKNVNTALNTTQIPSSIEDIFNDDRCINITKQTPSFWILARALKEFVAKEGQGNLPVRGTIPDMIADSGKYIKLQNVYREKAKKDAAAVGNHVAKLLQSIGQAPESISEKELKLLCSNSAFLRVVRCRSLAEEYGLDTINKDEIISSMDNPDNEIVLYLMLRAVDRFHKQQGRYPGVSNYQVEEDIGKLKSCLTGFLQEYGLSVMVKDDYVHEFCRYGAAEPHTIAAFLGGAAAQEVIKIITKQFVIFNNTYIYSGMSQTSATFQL
Rin1 Abl inh – inhibitors of Rin1-Abl protein binding, primary screen, biochemical, TR-FRET; Tyrosine-protein kinase ABL1 (Homo sapiens) + Ras and Rab interactor 1 (Homo sapiens), …; inhibition, % at 7.35 µM; 360,000 compounds, 0.4% hits; in the data active = inhibition above about 5%, passing the limit was not always enough
MsrA act – bovine MsrA enzyme activators, primary screen, biochemical, absorbance, HTS | purified bovine MsrA, absorbance read-out | activation, % at 10.6 µM | 360,000 compounds, 0.3% hits; in the data active = activation above about 7.5%;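 also: 0% = vehicle and 100% = reference activator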
FAS-TE inh – FAS thioesterase domain inhibitors, primary screen, biochemical, fluorescence intensity, uHTS; inhibition, % at 15 µM; Fatty acid synthase (Homo sapiens), P49327; AID 602261, 2012; recombinant FAS-TE, OMFH fluorogenic substrate, fluorescence endpoint; 360,000 compounds, 0.67% hits;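 active = compounds whose normalised, plate-corrected inhibition of enzyme fluorescence in the single-dose primary screen is 50% or more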;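 also: 0% = DMSO with enzyme and 100% = substrate without enzyme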
TbMetRS inhib – T. brucei MetRS inhibitors, primary screen, biochemical, luminescence; methionyl-tRNA synthetase (Trypanosoma brucei brucei); purified T. brucei MetRS, ATP depletion, Kinase-Glo luminescence; inhibition, % at 11.9 µM; 360,000 compounds, 0.4% hits; AID 624268, 2012;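 active = inhibition above a per-plate cutoff of the control wells' mean inhibition plus 3 SD, cut at about 5.5% in these data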;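 also: 0% = DMSO wells median and 100% = median of wells with control inhibitor compound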
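Dosing: 11.9 µM compound single dose, 0.9% DMSO; Assay system: purified T. brucei MetRS enzyme; Measured by: Kinase-Glo luciferase luminescence reporting remaining unconsumed ATP; Schedule: 15 min plus 2 h at 25 °C.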
MsrA inhibitor – bovine MsrA enzyme inhibitors, primary screen, biochemical, absorbance, HTS. Methionine sulfoxide reductase A (Bos taurus). inhibition, % at 15.5 µM. AID 651718, 2012. purified bovine MsrA, absorbance read-out. 360,000 compounds, 0.75% hits; in the data active = inhibition above about 4.5%;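 also: 0% = vehicle wells with enzyme and 100% = reference inhibitor wells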
The depositor's hits bear a star; i = inactive; nt = no result given; & = joins results of further samples.

SMILES | PABP1 MLLE inh | eLon inh | CSN deneddyl inh | Neddylation inh | Rin1 Abl inh | MsrA act | FAS-TE inh | TbMetRS inhib | MsrA inhibitor
O=C(N1CCN(c2ccccc2F)CC1)C1(S(=O)(=O)c2ccc(Cl)cc2)CC1 | -14.0 | 1.6 | 6.7 | i | -2.3 | -1.3 | 10.7 | -0.1 | 0.9
CCC(C)NC(=O)C1CCN(S(=O)(=O)c2ccc3nc4c(c(C(=O)O)c3c2)CCCCC4)CC1 (configuration not stated) | -9.4 | -6.4 | -0.5 | i | -0.9 | -1.9 | -6.0 | -0.2 | 0.0
COc1ccc(-c2csc(N3CCN(Cc4ccc5c(c4)OCO5)CC3)n2)cc1 | -20.8 | -2.2 | -1.0 | i | -0.2 | -0.5 | 30.4 | 0.2 | nt
COc1cccc2sc(N(CCN(C)C)C(=O)/C=C/c3cccs3)nc12 | 3.4 | 6.4 | -4.1 | i | -6.0 | -3.4 | 0.0 | 0.3 | 1.5
COc1ccc(C(CNC(=O)CCC(=O)c2ccc(C)s2)N2CCOCC2)cc1 (configuration not stated) | -0.9 | -1.2 | 0.1 | i | -2.9 | -2.5 | -3.0 | -0.5 | 1.2
O=c1[nH]c(=O)c2nc3ccccc3nc2[nH]1 | 53.2* | 11.7 | -6.2 | i | 1.4 | 1.0 | -19.5 | 0.2 | -0.9
Cc1ccccc1C(=O)Nc1ccc(S(=O)(=O)NCC2CCCO2)cc1 (configuration not stated) | 6.0 | -2.9 | -0.5 | i | 5.5 | -3.7 | -5.9 | -0.2 | -0.5
CCN1C(=O)N/C(=C/c2ccc(C)o2)C1=O | 24.1 | 4.8 | -1.6 | i | 0.2 | -8.8 | -1.5 | -0.2 | 2.1
CC(C)CN(C(=O)COC(=O)c1ccc(Br)o1)c1c(N)n(Cc2ccccc2)c(=O)[nH]c1=O | -15.7 | 3.3 | 3.5 | i | 3.6 | -8.0 | -6.4 | -0.6 | 0.8
COC(=O)[C@H](C)NC(=O)N1CCC(Cc2ccccc2)CC1 | 10.6 | -13.3 | 0.3 | i | -2.8 | -1.7 | -7.9 | -0.9 | 1.3
COc1ccccc1NC(=O)CSc1nc(O)cc(=O)n1C | 6.2 | -10.0 | 5.0 | i | -0.3 | -6.2 | -10.3 | -0.5 | -1.0
CC1CN(C)C(C)CC1OC(=O)C(c1ccccc1)c1ccccc1 (configuration not stated) | 19.4 | 0.4 | -3.3 | i | 1.2 | -2.0 | -3.4 | -0.5 | -1.0
COCC(=O)N(C)C[C@H]1N[C@@](Cc2ccccc2)(C(=O)OC)[C@H]2C(=O)N(C)C(=O)[C@@H]12 | 3.6 | -3.9 | -4.3 | i | -1.3 | 0.3 | -11.8 | 0.4 | 1.7
COc1ccc(/C=N/NC(=O)Cn2c(Cc3ccc(OC)c(OC)c3)nc3ccccc32)cc1 | 3.5 | 12.4 | 4.0 | i | 13.8* | 0.3 | -3.9 | -0.7 | -0.2
O=C(NCCN1CCC(n2c(=O)[nH]c3ccccc32)CC1)c1ccc(F)c(C(F)(F)F)c1 | nt | 0.2 | -0.1 | i | nt | -0.2 | 15.4 | -0.6 | -0.6
COc1ccc(N2CCN(C3CCCN(Cc4ccc(F)cc4)C3)CC2)cc1 (configuration not stated) | -8.9 | -0.9 | 1.7 | i | -2.0 | -10.6 | -6.1 | -1.3 | 0.2
CN(C(=O)COC(=O)C1CCN(S(=O)(=O)c2ccc3c(c2)OCCO3)CC1)c1ccccc1 | 12.7 | 1.2 | -0.5 | i | 6.3 | -0.2 | 8.1 | 0.0 | 0.1
COc1ccccc1C(=O)NCC(=O)OCc1csc(-c2ccccc2)n1 | -4.5 | -8.6 | 2.7 | i | 0.0 | -1.7 | 12.5 | 0.4 | -0.5
COc1cccc(NC(=O)Nc2cc(NC(=O)Nc3cccc(OC)c3)c(C)nc2C)c1 | 12.0 | -2.7 | -12.4 | i | 1.7 | -2.7 | 8.5 | 1.4 | 0.5
COC(=O)c1sccc1NC(=O)COc1ccc(Cl)cc1 | 2.4 | -7.0 | -2.2 | i | 5.7 | 2.1 | -5.6 | -0.6 | 0.7
COc1ccc(/C=C2\SC(=S)N(CCC(=O)Nc3ccccc3C(=O)O)C2=O)cc1 | 28.6 | -1.1 | -0.5 | i | 0.8 | -8.9 | 6.5 | -0.6 | 0.4
CCOC(=O)C1=CCN(S(=O)(=O)c2ccccc2C)C1c1cccc(C)c1 (configuration not stated) | -7.5 | -5.3 | -6.8 | i | 0.4 | -3.5 | 16.1 | 0.0 | 0.4
CCOc1ccc(C2C(C#N)=C(N)N(N(C)C)C3=C2C(=O)CC(C)(C)C3)cc1 (configuration not stated) | 28.7 | -3.0 | 0.4 | i | -0.3 | -6.7 | -5.3 | -1.0 | -0.5
CC(=O)N1c2ccc(S(=O)(=O)NCCC(=O)NC3CCC(C)CC3)cc2CC1C (configuration not stated) | 4.4 | -1.2 | 4.3 | i | -0.6 | -2.0 | -3.5 | -0.3 | 0.1
N#Cc1cccc(S(=O)(=O)Nc2c(NC3CCCCC3)c3ccccc3oc2=O)c1 | 23.3 | 2.6 | 3.7 | i | 0.6 | -3.2 | 16.4 | -0.6 | nt
CC(C)(C)OC(=O)N(CCc1ccccc1)Cc1ccc(OCc2cccc(NC(=O)C3CCCC3)c2)cc1 | -1.9 | -5.8 | -1.8 | i | 1.3 | -2.0 | 16.6 | -0.8 | 0.5
COc1ccc(Cn2c(=O)c3c(nc(NCCO)n3C)n(C)c2=O)cc1 | 10.5 | 2.2 | 0.6 | i | 0.2 | -0.4 | 1.1 | -0.5 | 0.7
COc1ccc(-c2cc(C(F)(F)F)n3nc(C(=O)N4CCOCC4)nc3n2)cc1 | -5.1 | 3.1 | 0.8 | i | -1.2 | -6.1 | -3.1 | -0.6 | 7.7*
COc1ccc(CCNC(=O)COc2nsnc2N2CCOCC2)cc1OC | -16.6 | -8.5 | -3.4 | i | 3.5 | -1.4 | -9.4 | -0.9 | 0.3
CSc1nc2nc(C(F)(F)F)cc(-c3ccccc3)n2n1 | 18.2 | -0.6 | 3.2 | nt | -5.4 | -2.6 | 3.2 | -0.1 | 2.0
CN(Cc1cccnc1)Cc1cn(Cc2ccccc2)nc1-c1ccc2c(c1)OCO2 | 2.1 | 1.3 | 1.9 | i | 3.9 | -1.3 | 9.3 | -0.4 | -1.4
COc1cc(OC)cc(-c2c(C#Cc3ccsc3)c3cc(-c4ccc5[nH]ccc5c4)ccc3n2C)c1 | -47.8 | -44.5 | 8.7 | i | 5.8 | -7.2 | 37.9 | -0.2 | 1.8
COC(=O)C12CC3CC(C1)CC(n1cnc(Cl)n1)(C3)C2 | -7.4 | -4.8 | -2.0 | i | 0.7 | -2.6 | -4.0 | -0.4 | 0.0
COc1ccc2nc(NC(=O)C3COc4ccccc4O3)sc2c1 (configuration not stated) | 2.0 | -9.6 | -3.0 | i | 0.6 | 0.3 | 19.3 | 0.1 | 2.8
Cc1cccc(CCNC(=O)Cn2ncc3c([nH]c4ccccc43)c2=O)c1 | -7.9 | -6.5 | 4.9 | i | 1.2 | 1.1 | -10.5 | 0.3 | nt
O=C(CN1CCN(S(=O)(=O)c2ccc(Cl)cc2)CC1)NC1CCCC1 | -12.1 | 7.1 | 4.4 | i | 0.1 | -9.7 | -3.8 | -0.5 | -0.9
CC(=O)Nc1ccc(S(=O)(=O)N(C)CC(=O)OCC(=O)c2ccc[nH]2)cc1 | -2.5 | -0.5 | 3.8 | i | 2.8 | -2.5 | -6.0 | -0.3 | 0.6
COc1cc(CNCCc2ccc(S(N)(=O)=O)cc2)ccc1OCC(=O)N1CCCCC1 | -2.6 | 0.7 | 3.9 | i | -2.2 | -6.0 | -13.2 | -0.3 | -1.9
CCCCOc1ccc(NC2=NC3(CCCC3)N=C(N)N2)cc1 | -7.2 | -1.1 | -1.9 | i | 3.9 | 0.4 | -6.4 | 0.1 | -0.9
COc1cccc(/C=C(\CC(=O)O)c2nc3ccccc3s2)c1 | -10.2 | 0.2 | 5.1 | i | 1.1 | -17.4 | -6.7 | -1.6 | 3.0

MsrA inhibitor: what is marked active above
Structure | PABP1 MLLE inh | eLon inh | CSN deneddyl inh | Neddylation inh | Rin1 Abl inh | MsrA act | TbMetRS inhib | MsrA inhibitor
COc1ccc(-c2cc(C(F)(F)F)n3nc(C(=O)N4CCOCC4)nc3n2)cc1 | -5.1 | 3.1 | 0.8 | i | -1.2 | -6.1 | -0.6 | 7.7*

(next part)
SMILES | PABP1 MLLE inh | eLon inh | CSN deneddyl inh | Neddylation inh | Rin1 Abl inh | MsrA act | FAS-TE inh | TbMetRS inhib | MsrA inhibitor
Cc1ccc(NC(=O)CN(C)C(=S)NC2CC2)cc1 | -18.5 | -1.6 | 3.8 | i | 1.1 | -2.8 | -3.3 | 0.6 | 0.7
CC(C)C[C@H]1CNC(=S)N1CC1CCCN1C[C@H](Cc1ccc(O)cc1)N1C[C@H](Cc2ccccc2)N(CC2CCCCCC2)C1=S (some centres not stated) | 17.8 | 0.2 | -0.2 | i | -0.4 | -2.0 | -128.7 | 0.4 | -0.6
CCCN1C(=O)/C(=C/C=C2\N(CC)c3ccccc3C2(C)C)SC1=S | i | -158.4 | -30.9 | i | 2.1 | -1.5 | -157.3 | -0.2 | 0.8
Fc1ccc(SCCc2ccccn2)cc1 | 5.7&21.2 | 0.5&-3.3 | -1.1&2.1 | i | 1.4&2.6 | -12.8&0.1 | -2.5&-3.8 | -1.3&-0.3 | 0.5&-0.9
COCc1nc2oc3ccc(C)cc3c(=O)c2cc1C(=O)OC | -7.2 | 2.3 | -1.7 | i | 2.2 | -2.3 | 1.0 | -1.2 | 0.1
Cc1cccc(OCC(=O)Nc2ccc3c(c2)C(=O)NC3=O)c1 | 9.9 | 1.7 | 3.6 | i | -3.9 | -9.6 | -16.9 | 0.1 | 2.0
COCCCNC(=O)C1CCCN(S(=O)(=O)c2cccc3nsnc23)C1 (configuration not stated) | 6.2 | 11.1 | -1.2 | i | -1.5 | 5.3 | -1.0 | -0.3 | 1.0
Cc1cccc(C)c1NC(=O)CN1CCc2ccccc2C1 | 1.9 | 0.2 | -2.8 | i | 1.5 | 0.4 | -3.9 | 0.1 | -1.1
Cn1cc(Cl)c(C(=O)N/N=C/c2ccc(OS(=O)(=O)c3ccccc3)cc2)n1 | 12.5 | -8.0 | -2.2 | i | -7.8 | -4.0 | 19.9 | -0.1 | 1.9

Entries of single compounds from above. Order of screens: PABP1 MLLE inh	eLon inh	CSN deneddyl inh	Neddylation inh	Rin1 Abl inh	MsrA act	FAS-TE inh	TbMetRS inhib	MsrA inhibitor
COc1cccc(/C=C(\CC(=O)O)c2nc3ccccc3s2)c1 reads -10.2	0.2	5.1	i	1.1	-17.4	-6.7	-1.6	3.0
COc1ccc2nc(NC(=O)C3COc4ccccc4O3)sc2c1 (configuration not stated) reads 2.0	-9.6	-3.0	i	0.6	0.3	19.3	0.1	2.8
CCOc1ccc(C2C(C#N)=C(N)N(N(C)C)C3=C2C(=O)CC(C)(C)C3)cc1 (configuration not stated) reads 28.7	-3.0	0.4	i	-0.3	-6.7	-5.3	-1.0	-0.5
